Screening data (PubChem)
ERK AVP inh: qHTS Assay for Inhibitors of the ERK Signaling Pathway using a Homogeneous Screening Assay; HEK293-V1b, vasopressin-stimulated pERK AlphaScreen; hit rate 0.99% among 72,000; Potency, µM (titrated, usually from 57.5 µM), for inactives: at the highest dose activity, negative = inhibition, actives largely listed as inhibitors; also: % is scaled to controls: 0 for no effect and ±100 for the full control effect; nearly all actives have a fitted effect of over 55% in size
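qHTS, compounds titrated on V1b-expressing HEK293 cells. Preincubation 30 min at 37C, vasopressin 25 nM for 5 min, lysis 10 min, bead incubation 5 hr at room temperature.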
HBB splice mod: qHTS Assay for Modulators of Hemoglobin Beta Chain Splicing; hit rate 0.06% among 65,000; Potency, µM (titrated, usually from 46.1 µM), without a hit: at the highest dose activation, actives largely listed as activators; HBB splicing reporter cell assay, activation; EGFP reporter with mutant IVS2-654 intron; response scale: normalised to 500 nM splice-correcting PNA; also: 0% is about no effect
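HeLa cells stably expressing EGFP interrupted by mutant beta-globin intron 2 (IVS2-654), 500/well in 2% FCS. Treated with compound for 2 days at 37C. Splicing correction scored as total well GFP intensity (488 nm excitation, 500-520 nm emission); 500 nM antisense PNA served as control.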
CRE Fsk mod: Cell signaling CRE-BLA (Fsk stim); CHO CRE-bla reporter (cAMP response element driving beta-lactamase), forskolin EC10, beta-lactamase ratio; Potency, µM (titrated, usually from 38.2 µM), for inactives: top-dose activity change, negative = inhibition, actives largely listed as activators; hit rate 2.5% among 71,000; active = well fitted activation curve with a large enough effect in the signal ratio, with a control signal flat, not every such curve was filed as active; inconclusive = small, poorly fitted or top-dose-only effect, or effect the other way, or a change in a side signal; the % refers to the signal ratio; also: % of control where 0% means no effect
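qHTS titration format; CRE-bla CHO reporter; stimulus EC10 NKH 477, a water-soluble forskolin. Read: CCF4 460/530 nm ratio. Potency expressed as AC50 for activators or inhibitors.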
Hsp90 Hop PPI: qHTS Assay for Disrupters of an Hsp90 Co-Chaperone Interaction. Hsp90 C-terminal peptide / TPR2A (Hop) interaction, human. AlphaScreen TPR2A-His6 binding biotin-Hsp90 C-terminal peptide. Potency, µM (series often up to 57 µM), inactives show top-dose activity change, negative = inhibition. hit rate 0.44% among 71,000. AID 595, 2007; active = well fitted curve in either direction with a large enough effect; inconclusive = small, poorly fitted or top-dose-only effect, or another doubt; also: % is scaled to controls: 0 for no effect and ±100 for the full control effect; many of its hits are not listed in these tables
Luciferase inh: qHTS Assay for Inhibitors of Firefly Luciferase | Luciferin 4-monooxygenase (Photinus pyralis), P08659 | purified firefly luciferase, luminescence, 8 min | hit rate 2.2% among 72,000 | Potency, µM (top dose mostly 57.1 µM), for the others: at the highest dose activity change, negative = inhibition, hits mostly inhibitors; also: % is scaled to controls: 0 for no effect and ±100 for the full control effect; nearly all actives have a fitted effect of over 40% in size
Target sequence (P08659 whole entry, looked up): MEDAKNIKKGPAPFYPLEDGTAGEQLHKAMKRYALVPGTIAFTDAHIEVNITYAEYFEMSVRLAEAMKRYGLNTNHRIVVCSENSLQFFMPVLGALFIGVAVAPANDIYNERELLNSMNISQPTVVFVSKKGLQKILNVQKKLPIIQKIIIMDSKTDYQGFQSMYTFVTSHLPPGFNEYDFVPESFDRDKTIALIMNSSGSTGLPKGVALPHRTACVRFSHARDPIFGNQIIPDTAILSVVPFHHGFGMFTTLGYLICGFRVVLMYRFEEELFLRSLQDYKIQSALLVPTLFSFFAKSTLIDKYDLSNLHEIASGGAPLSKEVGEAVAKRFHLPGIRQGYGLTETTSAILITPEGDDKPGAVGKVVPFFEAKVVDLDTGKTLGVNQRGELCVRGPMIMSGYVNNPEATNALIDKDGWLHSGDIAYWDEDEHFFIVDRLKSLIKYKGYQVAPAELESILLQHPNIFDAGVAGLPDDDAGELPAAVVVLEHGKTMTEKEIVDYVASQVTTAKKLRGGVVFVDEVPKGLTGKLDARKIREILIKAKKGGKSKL
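Inhibition of light generation by firefly luciferase from ATP and luciferin was profiled with concentration-response curves per sample, ATP held at 10 uM within the enzyme's linear range. Plates were read by luminescence after an 8-minute ambient incubation.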
Active calls of the source: *; ? = inconclusive; . = no result given; [ ] = another dose, or the depositor's remark. Unless noted, calls follow the shape of the dose curve; as a rule, active = well fitted curve in the direction sought with a large enough effect; inconclusive = small, poorly fitted or top-dose-only effect, or another doubt; inactive = no such curve, though single readings can be large; an effect the other way counts as inactive or inconclusive. Potency is read from the fitted curve at half-maximal effect.

Values run as follows: ERK AVP inh	HBB splice mod	CRE Fsk mod	Hsp90 Hop PPI	Luciferase inh
(1) C/C(CCN1CCCc2nc(C)c(C)cc21)=N\OC[C@@H](C)[C@H](OCc1ccccc1)C(C)C
  17%[11.5 µM]	1.6%[9.22 µM]	.	.	0%[11.4 µM]
(2) CO[C@@H]1COC(=O)[C@H]2CCCN2C(=O)[C@@H](C)COC(=O)C/C=C\[C@H]1C
  24%[11.5 µM]	2.0%[9.22 µM]	.	.	1%[11.4 µM]
(3) COc1ccc(O[C@H]2C=C[C@@H](c3ccccc3)O[C@@H]2CO/N=C(\C)CCN2CCCCc3nc(C)c(C)cc32)cc1
  10%[11.5 µM]	2.2%[9.22 µM]	.	.	2%[11.4 µM]
(4) C=CC[C@@H]1C=C[C@@H](O/N=C(/C)CCC(=O)OC[C@@H]2O[C@H](C#Cc3ccccc3)C=C[C@@H]2Oc2ccc(C)cc2)[C@@H](CO)O1
  16%[11.5 µM]	-0.7%[9.22 µM]	.	.	2%[11.4 µM]
(5) C#CCCCO/N=C1/C[C@@H](O)[C@@H](O)[C@@H]2[C@@H]3C(=O)N(c4cccc(Oc5ccccc5)c4)C(=O)[C@H]3CC[C@@H]12
  18%[11.5 µM]	-2.8%[9.22 µM]	.	.	-2%[11.4 µM]
(6) COc1ccc(O[C@H]2C=C[C@@H](c3ccccc3)O[C@H]2COC(=O)CC/C(C)=N\O[C@@H](C)CN2CCCCc3nc(C)c(C)cc32)cc1
  12%[11.5 µM]	-0.9%[9.22 µM]	.	.	1%[11.4 µM]
(7) CO/N=C(/C)CCC(=O)OC[C@@H]1O[C@H](c2ccccc2)C=C[C@@H]1Oc1ccc(OC)cc1
  5%[11.5 µM]	1.8%[9.22 µM]	.	.	0%[11.4 µM]
(8) CC(=O)OC[C@@H]1O[C@H](C/C=N\OCC[C@H]2C=C[C@H](OC(C)=O)[C@@H](COC(C)=O)O2)C=C[C@@H]1OC(C)=O
  12%[11.5 µM]	1.8%[9.22 µM]	.	.	-2%[11.4 µM]
(9) COC(OC)[C@@H](C)[C@H](OC)[C@@H](C)[C@H](OC)c1ccccc1
  7%[11.5 µM]	0.6%[9.22 µM]	.	.	-1%[11.4 µM]
(10) CO[C@H]1COC(=O)C/C=C\[C@H](C)[C@@H](NS(=O)(=O)c2ccc(C)cc2)COC(=O)CCC[C@@H]1C
  5%[11.5 µM]	1.0%[9.22 µM]	.	.	0%[11.4 µM]
(11) C[C@@H]1NC(=O)C/C=C\[C@@H](C)[C@@H]2C=C[C@H](O)[C@@H](COC(=O)[C@H](C)NC(=O)C/C=C\[C@@H](C)[C@@H]3C=C[C@H](O)[C@@H](COC1=O)O3)O2
  6%[11.5 µM]	2.9%[9.22 µM]	.	.	1%[11.4 µM]
(12) COc1ccc(O[C@H]2C=C[C@@H](c3ccccc3)O[C@H]2COC(=O)CC/C(C)=N\O[C@@H](C)CN2CCCc3nc(C)c(C)cc32)cc1
  -7%[11.5 µM]	-0.6%[9.22 µM]	.	.	1%[11.4 µM]
(13) COc1ccc(O[C@H]2C=C[C@@H](c3ccccc3)O[C@@H]2CO/N=C(\C)CCN2CCc3nc(-c4ccccc4)c(-c4ccccc4)cc3C2)cc1
  -2%[11.5 µM]	2.1%[9.22 µM]	.	.	0%[11.4 µM]
(14) C#CCCCO/N=C1/C[C@@H](O)[C@@H](O)[C@@H]2[C@@H]3C(=O)N(CC)C(=O)[C@H]3CC[C@@H]12
  -2%[11.5 µM]	1.6%[9.22 µM]	.	.	0%[11.4 µM]
(15) CC(=O)OC[C@@H]1O[C@@H](O/N=C2/C[C@@H](O)[C@@H](O)[C@@H]3[C@@H]4C(=O)N(Cc5ccccc5)C(=O)[C@H]4CC[C@H]23)[C@H](OC(C)=O)[C@H](OC(C)=O)[C@@H]1OC(C)=O
  5%[11.5 µM]	0.1%[9.22 µM]	.	.	-1%[11.4 µM]
(16) COc1ccc(COC(=O)N/N=C2/C[C@@H](O)[C@@H](O)[C@@H]3[C@@H]4C(=O)N(c5cccc(Oc6ccccc6)c5)C(=O)[C@H]4CC[C@@H]23)cc1
  -9%[11.5 µM]	0.7%[9.22 µM]	.	.	-1%[11.4 µM]
(17) CO[C@H]1COC(=O)C/C=C\[C@H](C)[C@@H](OC)COC(=O)[C@@H](C)NC(=O)C/C=C\[C@@H]1C
  10%[11.5 µM]	2.2%[9.22 µM]	.	.	2%[11.4 µM]
(18) COC(=O)C(C(=O)OC)[C@@H]1CCCC(=O)C1
  -4%[11.5 µM]	-0.2%[9.22 µM]	.	.	1%[11.4 µM]
(19) Nc1ccccc1C(=O)/C=C\c1ccc2c(c1)OCO2
  14%[11.5 µM]	0.9%[9.22 µM]	.	.	3.2µM*
(20) COc1ccc(O[C@H]2C=C[C@@H](c3ccccc3)O[C@H]2COC(=O)CC/C(C)=N\O[C@@H](C)c2cn([C@H]3COC[C@H]3O)nn2)cc1
  -21%[11.5 µM]	-1.0%[9.22 µM]	.	.	0%[11.4 µM]
(21) COc1ccc(O[C@H]2C=C[C@@H](c3ccccc3)O[C@H]2COC(=O)CC/C(C)=N\OC[C@@H](O)COCc2ccco2)cc1
  -11%[11.5 µM]	2.7%[9.22 µM]	.	.	1%[11.4 µM]
(22) CC(=O)OC[C@@H]1O[C@H](CCO/N=C(\C)CCN2CCc3nc(-c4ccccc4)c(-c4ccccc4)cc3C2)C=C[C@@H]1OC(C)=O
  -4%[11.5 µM]	1.9%[9.22 µM]	.	.	0%[11.4 µM]
(23) C/C(CCN1CCCc2nc(C)c(C)cc21)=N\O[C@@H](C)CN1CCCCc2nc(C)c(C)cc21
  18%[11.5 µM]	0.0%[9.22 µM]	.	.	0%[11.4 µM]
(24) C/C(CCN1CCCCc2nc(C)c(C)cc21)=N\O[C@@H](C)c1cn([C@@H]2COC[C@@H]2O)nn1
  5%[11.5 µM]	2.1%[9.22 µM]	.	.	1%[11.4 µM]
(25) CO[C@H]1C[C@@H]2C[C@H](O)C[C@@H](CC(=O)O[C@@H](/C=C\CC(C)C)C[C@@H]3CC[C@H](C)[C@@H](C1)O3)O2
  -9%[11.5 µM]	0.7%[9.22 µM]	.	.	2%[11.4 µM]
(26) C[C@H]1COC(=O)[C@H]2CCCN2C(=O)[C@@H](C)COC(=O)[C@H]2CCCN2C1=O
  -7%[11.5 µM]	2.2%[9.22 µM]	.	.	1%[11.4 µM]
(27) CO[C@@H]1COC(=O)C/C=C\[C@H](C)COC(=O)[C@H](Cc2ccccc2)NC(=O)C/C=C\[C@H]1C
  13%[11.5 µM]	2.2%[9.22 µM]	.	.	1%[11.4 µM]
(28) CO[C@@H]1COC(=O)[C@H](COCc2ccccc2)NC(=O)C/C=C\[C@@H](C)[C@H](OC)COC(=O)[C@@H](C)NC(=O)C/C=C\[C@H]1C
  11%[11.5 µM]	-0.6%[9.22 µM]	.	.	1%[11.4 µM]
(29) CO[C@H]1COC(=O)[C@@H](C)NC(=O)C/C=C\[C@@H](C)[C@H](OC)COC(=O)C/C=C\[C@@H]1C
  48%[activator][11.5 µM]	0.1%[9.22 µM]	.	.	0%[11.4 µM]
(30) CCOC(=O)N/N=C1/C[C@@H](O)[C@@H](O)[C@@H]2[C@@H]3C(=O)N(C(C)(C)C)C(=O)[C@H]3CC[C@H]12
  12%[11.5 µM]	-0.4%[9.22 µM]	.	.	0%[11.4 µM]
(31) CC[C@@H](c1ccccc1)n1c(=O)n2n(c1=O)[C@H]1[C@H](O)[C@H]3O[C@@H]3/C(=N/OCc3ccccc3)[C@@H]1CC2
  -1%[11.5 µM]	0.4%[9.22 µM]	.	.	-2%[11.4 µM]
(32) CN(C)/N=N/c1nc[nH]c1C(N)=O
  10%	-0.4%	-1%	-15%	.
(33) C=C(C)C(=O)OCCCCCCCCCC
  8%	0.9%	-2%	-1%	.
(34) CC(C)(C)OC=O
  16%	2.3%	0%	-6%	.
(35) CCN(CC)c1ccc2c(C)cc(=O)oc2c1
  38%[activator]	-1.1%	?	13%	.
(36) CC(C)NC(=O)[C@@H]1C[C@@]1(C)[C@@H](NC(=O)OCc1ccccc1)c1ccccc1
  0%	0.2%	-7%	-2%	.
(37) N#Cc1ccccc1
  -15%	-0.8%	-10%	-2%	.
(38) CNC(=O)[C@@H]1C[C@H]1[C@@H](NC(=O)CNC(=O)OCc1ccccc1)c1ccccc1
  -5%	0.8%	-5%	-1%	.
(39) COC(=O)CNC(=O)C1(C)C=CC2(CCCCC2)N1C(=O)OC (centres undefined)
  8%	0.6%	0%	-4%	.
(40) C[C@@H](C(=O)Nc1ccc2ccccc2c1)[C@H]1C[C@]1(C)[C@H](NC(=O)c1ccccc1)c1ccccc1
  -9%	-1.4%	?	-17%	.
(41) C1OCOCO1
  15%	1.0%	-4%	1%	.
(42) C=CC(=O)OCCCCCCOC(=O)C=C
  13%	5.8%	?	-1%	.
(43) CC(C)c1cccc2nc3c(c([Si](C)(C)C)c12)Cn1c-3cccc1=O
  35%[activator]	0.4%	13µM*	?	.
(44) FB(F)F
  8%	1.2%	-5%	1%	.
(45) O=c1[nH]ncc2ccccc12
  -3%	-0.5%	-8%	-2%	.
(46) Cc1ccc2ccc3cccc4ccc1c2c34
  21%	0.3%	15%	40µM*	.
(47) Nc1ccc(Cl)cc1[N+](=O)[O-]
  -18%	-0.7%	-6%	-3%	.
(48) c1ccc2occc2c1
  -1%	-0.2%	-13%	-1%	.
(49) Cc1ccc(S(=O)(=O)NC2CCCCC2)cc1
  25%	-1.4%	10%	-2%	.
(50) COC(=O)[C@@]1(Cc2ccc(F)cc2)[C@H]2c3cc(C(=O)N(C)C)n(CCO)c3C[C@H]2CN1C(=O)c1ccccc1
  -18%	0.2%	-20%	?	.
(51) c1ccc2sc(SSc3nc4ccccc4s3)nc2c1
  8%	-0.5%	-1%	0%	.
(52) O=C(Cl)c1ccc([N+](=O)[O-])cc1
  -14%	-0.8%	-12%	1%	.
(53) COC(=O)[C@@]1(Cc2ccccc2)[C@H]2c3cc(C(=O)N4CCCC4)n(CCc4ccccn4)c3C[C@H]2CN1C(=O)c1ccccc1
  -4%	-0.8%	?	-5%	.
(54) O=C(O)c1cc(Cl)cc(Cl)c1
  12%	0.8%	-2%	2%	.
(55) CC1=C(C(=O)OCc2ccccc2)C(c2ccccc2)NC(=O)N1CCCCCC(=O)O (centres undefined)
  -12%	-0.6%	?	2%	.
(56) Cc1cccc(C(=O)O)c1[N+](=O)[O-]
  13%	-0.1%	-5%	1%	.
(57) CC(C)Nc1ccccc1
  -1%	-0.4%	-5%	2%	.
(58) CCc1ccccc1
  -5%	-0.1%	-10%	-2%	.

A different layout for some results above.
#50 COC(=O)[C@@]1(Cc2ccc(F)cc2)[C@H]2c3cc(C(=O)N(C)C)n(CCO)c3C[C@H]2CN1C(=O)c1ccccc1
#51 c1ccc2sc(SSc3nc4ccccc4s3)nc2c1
#52 O=C(Cl)c1ccc([N+](=O)[O-])cc1
#53 COC(=O)[C@@]1(Cc2ccccc2)[C@H]2c3cc(C(=O)N4CCCC4)n(CCc4ccccn4)c3C[C@H]2CN1C(=O)c1ccccc1
#54 O=C(O)c1cc(Cl)cc(Cl)c1
assay / entry,50,51,52,53,54
ERK AVP inh,-18%,8%,-14%,-4%,12%
HBB splice mod,0.2%,-0.5%,-0.8%,-0.8%,0.8%
CRE Fsk mod,-20%,-1%,-12%,?,-2%
Hsp90 Hop PPI,?,0%,1%,-5%,2%
Luciferase inh,.,.,.,.,.

Some of the compounds tested; rates above refer to the full screens.
